Bioassay records as filed in PubChem BioAssay.
ASK1 primary: human ASK1 kinase inhibition, primary screen; Q99683; AlphaScreen MKK6 phosphorylation by ASK1, luminescence; inhibition, % at 7.44 µM; 0.99% of 22,000 active; in the data active = inhibition above about 35%;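 also: 0% = median of compound wells and 100% = no enzyme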
Target sequence (Q99683 whole entry, looked up): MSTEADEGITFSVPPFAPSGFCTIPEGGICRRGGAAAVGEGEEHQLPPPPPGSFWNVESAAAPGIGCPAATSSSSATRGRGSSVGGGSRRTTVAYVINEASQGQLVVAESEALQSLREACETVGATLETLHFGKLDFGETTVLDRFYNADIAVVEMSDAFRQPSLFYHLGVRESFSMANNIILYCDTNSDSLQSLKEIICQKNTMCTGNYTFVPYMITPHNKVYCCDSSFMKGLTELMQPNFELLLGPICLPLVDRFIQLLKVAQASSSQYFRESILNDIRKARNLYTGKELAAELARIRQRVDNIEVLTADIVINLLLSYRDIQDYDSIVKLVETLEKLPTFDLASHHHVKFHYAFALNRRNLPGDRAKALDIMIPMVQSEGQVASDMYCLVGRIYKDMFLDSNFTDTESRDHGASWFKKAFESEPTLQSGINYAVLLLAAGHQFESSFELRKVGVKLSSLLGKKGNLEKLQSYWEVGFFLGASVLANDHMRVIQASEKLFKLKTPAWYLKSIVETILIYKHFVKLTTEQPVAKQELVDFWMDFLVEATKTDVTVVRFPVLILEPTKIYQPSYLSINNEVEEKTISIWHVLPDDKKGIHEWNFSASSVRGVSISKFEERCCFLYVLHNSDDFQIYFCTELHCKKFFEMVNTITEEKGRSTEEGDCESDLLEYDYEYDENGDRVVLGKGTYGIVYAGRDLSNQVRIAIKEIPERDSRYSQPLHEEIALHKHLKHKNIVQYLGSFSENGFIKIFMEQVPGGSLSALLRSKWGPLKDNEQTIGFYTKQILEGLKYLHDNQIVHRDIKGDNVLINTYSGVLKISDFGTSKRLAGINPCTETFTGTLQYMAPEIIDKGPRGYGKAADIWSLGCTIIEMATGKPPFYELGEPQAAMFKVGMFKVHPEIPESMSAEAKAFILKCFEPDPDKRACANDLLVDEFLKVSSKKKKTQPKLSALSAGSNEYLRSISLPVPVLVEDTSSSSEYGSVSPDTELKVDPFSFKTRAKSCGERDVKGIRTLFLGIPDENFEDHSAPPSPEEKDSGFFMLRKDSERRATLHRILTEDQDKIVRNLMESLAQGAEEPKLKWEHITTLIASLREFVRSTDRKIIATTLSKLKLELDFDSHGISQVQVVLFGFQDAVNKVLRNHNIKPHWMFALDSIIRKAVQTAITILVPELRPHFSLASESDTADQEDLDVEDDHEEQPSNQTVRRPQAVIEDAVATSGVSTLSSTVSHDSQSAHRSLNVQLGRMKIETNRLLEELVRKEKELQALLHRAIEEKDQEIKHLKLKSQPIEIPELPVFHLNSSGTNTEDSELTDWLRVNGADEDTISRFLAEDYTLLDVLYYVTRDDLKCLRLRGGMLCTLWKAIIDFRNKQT
ULK1 primary: blocks human autophagy kinase ULK1; O75385; inhibition, % at 5.96 µM; AID 1259251; 1.9% of 30,000 active; AlphaScreen Atg13 phosphorylation by ULK1, luminescence; in the data active = inhibition above about 43%;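 also: 0% = median of compound wells and 100% = no enzyme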
Numbers without * were called inactive.

The first 5 compounds (preview)
Screening CC(C)(C)NC(=O)C1CCN(Cc2cccc3ccccc23)CC1 returned ULK1 primary -3.8.
Screening CCCNC(=O)Cc1cn(-c2ccc(Nc3ccc4ncccc4c3)nn2)c2ccccc12 returned ASK1 primary 4.0 and ULK1 primary -13.7.
COc1cc(NC(=O)c2ccc3nc(-c4c(C)nn(C)c4C)sc3c2)cc(OC)c1OC was read as ASK1 primary 12.4 and ULK1 primary -3.1.
Screening COc1ccc(C(=O)NCCc2csc(-c3ccc(F)cc3)n2)c(OC)c1 returned ULK1 primary -22.8.
Screening CC(=O)Nc1ccc(Nc2cc(N3CCOCC3)nc(N)n2)cc1 returned ASK1 primary -15.1 and ULK1 primary -8.7.

Results, previewed entries included:
Screening CC(C)(C)NC(=O)C1CCN(Cc2cccc3ccccc23)CC1 returned ULK1 primary -3.8.
Screening CCCNC(=O)Cc1cn(-c2ccc(Nc3ccc4ncccc4c3)nn2)c2ccccc12 returned ASK1 primary 4.0 and ULK1 primary -13.7.
COc1cc(NC(=O)c2ccc3nc(-c4c(C)nn(C)c4C)sc3c2)cc(OC)c1OC was read as ASK1 primary 12.4 and ULK1 primary -3.1.
Screening COc1ccc(C(=O)NCCc2csc(-c3ccc(F)cc3)n2)c(OC)c1 returned ULK1 primary -22.8.
Screening CC(=O)Nc1ccc(Nc2cc(N3CCOCC3)nc(N)n2)cc1 returned ASK1 primary -15.1 and ULK1 primary -8.7.
`COc1ccc(-c2nc(C)cc(NCCCN3CCCC3=O)n2)cn1` gave ASK1 primary -6.7 and ULK1 primary -5.6.
For CCN(CC)C(=O)C1CCCN(c2nc(NCCN(C(C)C)C(C)C)c3ncn(C(C)C)c3n2)C1 (stereo unspecified) the results were ASK1 primary -11.5 and ULK1 primary 7.8.
Screening O=C(NCCCN1CCCC1=O)c1cc(N2CCN(c3ccccn3)CC2)nc2ccccc12 returned ASK1 primary -1.5 and ULK1 primary 6.2.
Screening O=C(NCc1cccc(C(F)(F)F)c1)c1ccnc(N2CCC(N3CCOCC3)CC2)c1 returned ASK1 primary -18.6 and ULK1 primary -13.3.
`N#Cc1cc(-c2ccnc(Nc3cccc(NC(=O)N4CCCC4)c3)n2)ccc1N1CCCC1` gave ASK1 primary 12.5 and ULK1 primary 67.2*.
For COc1nc(NCc2nc3ccccc3[nH]2)nc(Nc2cccnc2)n1 the results were ASK1 primary 6.2 and ULK1 primary 6.4.
For Cc1ccc(NS(=O)(=O)c2ccc([N+](=O)[O-])cc2[N+](=O)[O-])cc1 the results were ULK1 primary 10.1.
`O=C(NC1CCN(Cc2ccccc2)CC1)c1cccc(Nc2nccc3ccccc23)c1` gave ASK1 primary 1.1 and ULK1 primary -0.6.
Screening COc1cccc(CCNC(=O)c2cn(CCN(C)C)c3cc(-c4cn[nH]c4)ccc23)c1 returned ASK1 primary -10.0 and ULK1 primary 11.4.
COc1ccc(-c2nc(Nc3ccc(N4CCOCC4)cc3)c3cc(OC)c(OC)cc3n2)cc1 was read as ASK1 primary 8.3 and ULK1 primary -51.9.
For Oc1ccc(CCNc2nc(NCc3cccnc3)nc3c2ncn3C2CCCCC2)cc1 the results were ASK1 primary 9.1 and ULK1 primary -1.0.
`c1cn(-c2ccc(Nc3nc(NC4CC4)c4ncn(-c5ccsc5)c4n3)cc2)cn1` gave ASK1 primary 14.2 and ULK1 primary 52.8*.
For CC1OC2(CS1)CN1CCC2CC1 (stereo unspecified) the results were ULK1 primary -26.9.
CC(=O)Nc1ccc(NC(=O)c2cncc(-c3ccc(C(=O)N4CCN(C)CC4)cc3)c2)cc1 was read as ASK1 primary -3.1 and ULK1 primary -4.3.
FC(F)(F)Oc1cccc(-c2nc(Nc3ccc(OCCN4CCCCC4)cc3)c3[nH]cnc3n2)c1 was read as ASK1 primary -59.4 and ULK1 primary 26.9.
COc1ccc(CCNC(=O)c2ccc3nc(Nc4cnccn4)sc3c2)cc1 was read as ASK1 primary 0.0 and ULK1 primary 13.7.
C=CCN(C#N)c1nc(NCC)nc(NC(C)C)n1 was read as ULK1 primary -8.5.
O=C(NCc1ccccc1)Nc1ccc(-c2cn[nH]c2)cc1OCCN1CCOCC1 was read as ASK1 primary 8.7 and ULK1 primary 7.5.
c1ccc(CNc2ccnc(NCCN3CCOCC3)n2)cc1 was read as ASK1 primary -15.3 and ULK1 primary -1.1.
N=C(N)c1ccc(OCCCCCOc2ccc(C(=N)N)cc2)cc1 was read as ULK1 primary 7.0.
Cc1cc(NCCN2CCOCC2)nc(NC2CCC(O)CC2)n1 (stereo unspecified) was read as ASK1 primary -11.2 and ULK1 primary -17.7.
For O=C1CCCN1CCn1cnc2c(NCCc3ccc(O)cc3)nc(-c3csc4ccccc34)nc21 the results were ASK1 primary -5.0 and ULK1 primary -97.6.
Screening CCN(CC)c1nc(NCCO)nc(N2CCOCC2)n1 returned ASK1 primary -4.1 and ULK1 primary 10.2.
For COc1ccc(CCNc2ccnc(Nc3cnccn3)n2)cc1 the results were ASK1 primary 7.8 and ULK1 primary -3.5.
For CN(C)c1cccc(Nc2nc3ccc(C(=O)NCc4ccccc4)cc3s2)c1 the results were ASK1 primary 23.5 and ULK1 primary 14.1.
`O=C(Nc1ccc(N2CCOCC2)cc1)c1cccc(Nc2ccncn2)n1` gave ASK1 primary -30.4 and ULK1 primary 52.5*.
CN(C)CCOc1cc(-c2ccnc(N)n2)ccc1NC(=O)C1COc2ccccc2C1 (stereo unspecified) was read as ASK1 primary -5.0 and ULK1 primary 3.5.
Cc1cnc(-c2ccc(C(=O)N3CCN(C)CC3)cc2)nc1NCCCN1CCCC1=O was read as ASK1 primary -28.0 and ULK1 primary -0.7.
`CCN(CC)C(=O)C1CCCN(c2cc(NCc3cccc(C(F)(F)F)c3)nc(N)n2)C1` (stereo unspecified) gave ASK1 primary -9.3 and ULK1 primary -13.6.
Nc1nc(F)nc2c1ncn2[C@@H]1O[C@H](COP(=O)(O)O)[C@@H](O)[C@@H]1O was read as ULK1 primary -11.2.
For COc1ccc(/C=C2\C(=O)OCc3cc(OC)c(OC)cc32)cc1OC the results were ULK1 primary -0.1.

Looked up one by one from the list above:
For COc1ccc(CCNc2ccnc(Nc3cnccn3)n2)cc1 the results were ASK1 primary 7.8 and ULK1 primary -3.5.
N=C(N)c1ccc(OCCCCCOc2ccc(C(=N)N)cc2)cc1 was read as ULK1 primary 7.0.
Nc1nc(F)nc2c1ncn2[C@@H]1O[C@H](COP(=O)(O)O)[C@@H](O)[C@@H]1O was read as ULK1 primary -11.2.

Remaining list, next part
CCCNC(=O)c1csc(NCc2ccc3c(c2)OCO3)n1 was read as ASK1 primary -20.8 and ULK1 primary 5.6.
For c1cnc(Nc2nc3ncnc(NCc4nc5ccccc5[nH]4)c3[nH]2)nc1 the results were ASK1 primary -3.2 and ULK1 primary 19.5.
Screening CCN(CC)c1nc(NCCc2ccc(O)cc2)nc(Nc2ccc3ncccc3c2)n1 returned ASK1 primary -15.4 and ULK1 primary -47.5.
Screening O=C(Nc1ccc(N2CCOCC2)cc1)c1csc(-c2ccccc2)n1 returned ASK1 primary -17.5 and ULK1 primary -12.6.
Screening O=C(CN1CCC2(CC1)NC(=O)N(Cc1ccccc1)C2=O)Nc1cccc(F)c1 returned ULK1 primary -13.6.
`COc1ccc(N/C=C(\C#N)c2ccc(Cl)cc2)c(OC)c1` gave ULK1 primary -4.2.
Screening O=c1[nH]c(Nc2ccccc2Cl)nc2n[nH]c(-c3ccccc3)c12 returned ASK1 primary 2.5 and ULK1 primary -6.5.
For N[C@H]1CCC[C@H](C(=O)Nc2cccc3cnccc23)C1 the results were ASK1 primary -2.0 and ULK1 primary 10.7.
NC(=O)c1ccc(-c2cc(Nc3ccccc3)ncn2)cc1 was read as ASK1 primary -4.2 and ULK1 primary -2.1.
COc1ccc2c(c1)CC(C(=O)Nc1ccc(-c3ccncc3)cc1OCCN(C)C)CO2 (stereo unspecified) was read as ASK1 primary 5.7 and ULK1 primary -5.4.
O=C1NC(=S)NC(=O)C1=Cc1ccc(-c2cc(Cl)ccc2[N+](=O)[O-])o1 was read as ULK1 primary 5.9.
`FC(F)(F)c1cccc(-c2cc(N3CCOCC3)nc(-c3ccncc3)n2)c1` gave ULK1 primary -5.9.
COc1cc([N+](=O)[O-])cc(/C=N/NC(=O)COc2c(C)cccc2C)c1O was read as ULK1 primary 9.0.
For O=C1CCCN1CCCNc1nc(Nc2ccc(N3CCOCC3)cc2)c2[nH]cnc2n1 the results were ASK1 primary 35.2 and ULK1 primary 8.6.
Screening CCCNC(=O)c1cccc(Nc2ncccn2)n1 returned ASK1 primary -4.5 and ULK1 primary -5.4.
`COc1cc2nc(Nc3ccc(C(F)(F)F)cc3)nc(NCCO)c2cc1OC` gave ASK1 primary -5.0 and ULK1 primary 2.4.
`Nc1cc(-c2ccc3nc(C4COc5ccccc5C4)oc3c2)ccn1` (stereo unspecified) gave ASK1 primary 16.2 and ULK1 primary -4.2.
CC(C)n1cnc2c(NC3CC3)nc(Nc3nccc4ccccc34)nc21 was read as ASK1 primary 7.4 and ULK1 primary 11.8.
Screening NC(=O)c1cccc(-c2csc3ccccc23)c1 returned ASK1 primary -8.9 and ULK1 primary -8.3.
`O=C(Nc1ccc2cn[nH]c2c1)C1COc2ccccc2O1` (stereo unspecified) gave ASK1 primary -28.2 and ULK1 primary -14.7.
For CCC(NC(=S)Nc1ccccc1)C(=O)O (stereo unspecified) the results were ULK1 primary -4.7.
For CCCNc1nc(Nc2ccccn2)nc2c1ncn2-c1ccccc1 the results were ASK1 primary 5.8 and ULK1 primary -4.4.
`O=C([C@H](O)CSc1ccc(Br)cc1)N1CCC(Nc2ccc3[nH]ncc3c2)CC1` gave ASK1 primary -21.6 and ULK1 primary 11.5.
`Cc1nn(C)c(C)c1-c1nc(Nc2ccc(N3CCOCC3)cc2)c2ncn(-c3ccsc3)c2n1` gave ASK1 primary 12.9 and ULK1 primary 27.5.
For COc1ccc(CC(=O)NCCc2csc3nc(-c4cccc(F)c4)nn23)cc1 the results were ULK1 primary -0.8.
`NC(=O)c1ccc(-c2nc(Nc3ccccc3)c3ncn(-c4ccsc4)c3n2)cc1` gave ASK1 primary -1.7 and ULK1 primary -2.4.
`CCCNc1ncnc2nc(-c3c(C)nn(C)c3C)[nH]c12` gave ASK1 primary 0.9 and ULK1 primary -6.7.
FC(F)(F)c1cccc(CNc2cc(Nc3nccc4ccccc34)ncn2)c1 was read as ASK1 primary -13.7 and ULK1 primary -35.8.
Screening C=C(C)Cn1c(SC(C)CC)nc2c1c(=O)[nH]c(=O)n2C (stereo unspecified) returned ULK1 primary -0.8.
Screening Cc1ccc(-c2ncn(-c3ccc(Nc4nccc(-c5cccc(-n6cncn6)c5)n4)cc3)n2)cn1 returned ASK1 primary -15.6 and ULK1 primary -4.5.
For O=C(NCCOc1ccccc1)c1ccc2nc(Nc3ccc4ncccc4c3)sc2c1 the results were ASK1 primary 6.1 and ULK1 primary -31.3.
c1ccc(Oc2ccc(Nc3nc(-c4ccccc4)nc4c3ncn4-c3ccccc3)cc2)cc1 was read as ASK1 primary -14.7 and ULK1 primary -6.6.
Screening C/C(CC(=O)Nc1ccccn1)=N\NC(=O)c1ccc(Cl)cc1Cl returned ULK1 primary -17.2.
For Cc1nc(NCCc2c[nH]c3ccccc23)cc(-c2ccncc2)n1 the results were ULK1 primary 4.1.
For Cc1cc(NCc2cccnc2)nc(NCc2cccnc2)n1 the results were ASK1 primary -18.1 and ULK1 primary 4.7.
For COc1cc(NC(=O)Cc2cn(-c3ccc(N4CCC(N5CCOCC5)CC4)nn3)c3ccccc23)cc(OC)c1OC the results were ASK1 primary -2.7 and ULK1 primary 1.5.
Screening CNC(=O)CSc1nc2c(c(=O)n1C)SC(C)C2 (stereo unspecified) returned ULK1 primary 1.3.
COc1cc(Nc2ncnc3c2nc(Nc2cc(OC)c(OC)c(OC)c2)n3C(C)C)cc(OC)c1OC was read as ASK1 primary 9.0 and ULK1 primary -24.8.
`Nc1ccc([N+](=O)[O-])c(C(F)(F)F)c1` gave ULK1 primary -16.0.
Nc1nc(Nc2nccc3ccccc23)cc(NC2CC2)n1 was read as ASK1 primary -4.0 and ULK1 primary -0.3.
Screening CCc1nnc(NS(=O)(=O)c2ccc(N)cc2)s1 returned ULK1 primary -2.6.
For O=C(NCCc1ccc(O)cc1)c1ccnc(Nc2ccncc2)c1 the results were ASK1 primary -0.1 and ULK1 primary 3.9.
CCN(CC)C(=O)C1CCCN(c2ccc(-n3cc(CC(=O)NCCOc4ccccc4)c4ccccc43)nn2)C1 (stereo unspecified) was read as ASK1 primary -7.2 and ULK1 primary -2.9.
Screening CNC(=S)N1NC(=O)C2c3ccccc3CC21 (stereo unspecified) returned ULK1 primary 9.3.
`COc1cc2nc(-c3ccc(C(=O)NC4CC4)cc3)nc(NCc3nc4ccccc4[nH]3)c2cc1OC` gave ASK1 primary -4.8 and ULK1 primary -5.1.
`FC(F)(F)c1ccc(Cn2cnc3c(NCc4nc5ccccc5[nH]4)nc(-c4ccc(N5CCOCC5)nc4)nc32)cc1` gave ASK1 primary 18.9 and ULK1 primary -33.6.
CCN1C(=O)Cc2cc(NS(=O)(=O)c3ccccc3Cl)ccc21 was read as ULK1 primary -6.4.
`CN1CCN(C(=O)c2ccc(-c3cc(Nc4ccc(N5CCOCC5)cc4)nc(N)n3)cc2)CC1` gave ASK1 primary -13.9 and ULK1 primary 4.2.
For c1cc(-n2cnc3c(Nc4ccc(N5CCOCC5)cc4)nc(NCc4ccc5c(c4)OCO5)nc32)cs1 the results were ASK1 primary 40.8* and ULK1 primary 10.2.
Screening O=C(NCCN1CCOCC1)c1ccnc(-n2ncc3cc(Nc4cccnc4)ccc32)c1 returned ASK1 primary -19.1 and ULK1 primary 0.1.

Already shown: 3 of the compounds above.
Screening CC(C)(C)NC(=O)C1CCN(Cc2cccc3ccccc23)CC1 returned ULK1 primary -3.8.
Screening CCCNC(=O)Cc1cn(-c2ccc(Nc3ccc4ncccc4c3)nn2)c2ccccc12 returned ASK1 primary 4.0 and ULK1 primary -13.7.
COc1cc(NC(=O)c2ccc3nc(-c4c(C)nn(C)c4C)sc3c2)cc(OC)c1OC was read as ASK1 primary 12.4 and ULK1 primary -3.1.
